Kir21 inh: inhibitors of mouse Kir2.1 inward-rectifier potassium channel. Inward rectifier potassium channel 2 (Mus musculus), P35561. HEK293-Kir2.1, FluxOR thallium flux fluorescence; hits give low values. B-score at 10 µM. 310,000 tested, 0.85% active;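 active = fluorescence ratio B-score at or below minus 3 SD of library scores, with starting-brightness B-score within 2 SD, cut at about -4.2 in these data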;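 note: channel flux triggered by added potassium and thallium sulfate stimulus; B-score of peak minus minimum fluorescence over baseline after thallium stimulus; more negative B-score means stronger Kir2.1 block with less thallium influx; some compounds called inactive have numbers as strong as hits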
Target sequence (P35561 whole entry, looked up): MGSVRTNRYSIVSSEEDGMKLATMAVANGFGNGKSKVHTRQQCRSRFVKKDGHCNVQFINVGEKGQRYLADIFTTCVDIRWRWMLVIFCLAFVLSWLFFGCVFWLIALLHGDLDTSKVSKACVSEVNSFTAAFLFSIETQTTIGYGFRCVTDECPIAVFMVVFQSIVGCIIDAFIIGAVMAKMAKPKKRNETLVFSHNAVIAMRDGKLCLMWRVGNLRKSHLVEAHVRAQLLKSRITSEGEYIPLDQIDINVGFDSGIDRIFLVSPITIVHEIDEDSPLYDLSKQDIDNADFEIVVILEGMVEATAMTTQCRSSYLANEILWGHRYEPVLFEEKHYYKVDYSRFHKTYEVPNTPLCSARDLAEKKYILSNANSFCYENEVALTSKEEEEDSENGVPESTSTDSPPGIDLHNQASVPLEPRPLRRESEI
STK33 inh: inhibitors of purified STK33 kinase, primary screen, biochemical, ADP-Glo luminescence, homogeneous, cell-free; Serine/threonine-protein kinase 33 (Homo sapiens), Q9BYT3; MBP phosphorylation; inhibition, % at 10 µM; 320,000 tested, 0.073% active;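 active = inhibition at or above 25%, using the most active replicate where run in duplicate; inactive = inhibition below 25%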
Target sequence (Q9BYT3 whole entry, looked up): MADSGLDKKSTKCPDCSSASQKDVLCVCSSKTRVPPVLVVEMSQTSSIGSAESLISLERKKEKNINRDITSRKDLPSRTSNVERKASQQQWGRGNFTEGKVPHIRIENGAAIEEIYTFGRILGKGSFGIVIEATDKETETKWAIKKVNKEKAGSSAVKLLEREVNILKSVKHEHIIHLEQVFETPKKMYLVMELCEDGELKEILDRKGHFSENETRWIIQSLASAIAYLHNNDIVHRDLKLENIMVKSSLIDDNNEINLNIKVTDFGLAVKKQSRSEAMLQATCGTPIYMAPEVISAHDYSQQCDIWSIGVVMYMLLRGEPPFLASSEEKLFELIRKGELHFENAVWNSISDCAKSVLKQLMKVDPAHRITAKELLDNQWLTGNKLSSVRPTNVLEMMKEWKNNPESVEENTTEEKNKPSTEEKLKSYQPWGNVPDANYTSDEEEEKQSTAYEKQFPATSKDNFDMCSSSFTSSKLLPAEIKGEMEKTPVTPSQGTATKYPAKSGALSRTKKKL
Starred values were filed as active, the others as inactive; . = no result given.

STK33 inh	Kir21 inh	mol
-1.3	-2.33	CCN1C(=O)[C@H]2[C@H]3[C@H](O)[C@H](O)C/C(=N\O[C@H](C)c4cn([C@H](CO)Cc5ccccc5)nn4)[C@@H]3CC[C@H]2C1=O
-1.3	-2.06	C/C(NCCCn1ccnc1)=C(\C#N)C(N)=O
-0.8	1.1	Cc1nnc(NC(=O)CSc2nc3ccccc3[nH]2)s1
0.1	-1.29	Cc1ccc(S(=O)(=O)Nc2ccc3c(c2)OCCO3)cc1C
-1.5	2.03	CCN1CCN(C(=O)Cn2cnc3sc(C)c(S(=O)(=O)N4CCN(c5ncccn5)CC4)c3c2=O)CC1
-1.2	0.5	COc1ccc(COC(=O)CCc2c[nH]c3ccccc23)cc1F
-3.1	0.88	O=c1o[nH]c(-c2ccccc2)c1C1=NCCCCC1
-1.1	-1.37	Cc1nnc(NC(=O)CSc2ccc(-c3cccnc3)nn2)s1
-0.6	1.13	Cc1ccc(NC(=O)CSc2nnc(-c3ccco3)o2)cc1
-0.4	-0.6	CN(CC(=O)Nc1ccccc1C(F)(F)F)C(=O)c1ccc(-c2ccc(Cl)cc2)o1
1.6	-0.37	O=C(CSC1=NCCS1)Nc1nc(-c2ccccc2)cs1
-1.7	-0.13	Oc1ccc(/C=N/Nc2nc(-c3ccc(Cl)cc3)cc(C(F)(F)F)n2)cc1
1.4	-1.4	Cc1cccc(C2C3=C(CCCC3=O)N=C3c4ccccc4C(=O)C32)c1 (stereo not given)
0.9	0.02	Cc1ccc(-c2n[nH]c(=O)c3ccccc23)cc1S(=O)(=O)N(C)CCO
-1.7	0.06	COc1ccccc1-n1c(CNc2ccc(F)cc2)nnc1SCC(=O)Nc1cc(C)on1
-0.7	-0.1	COc1ccc(Nc2nnc(C)c3ccccc23)cc1
-3.3	0.04	Cc1cccc(NS(=O)(=O)c2cc(C(=O)NCCC3=CCCCC3)ccc2Cl)c1
0.5	1.4	COc1ccc(NC(=O)CN(Cc2ccccc2)Cc2ccccc2)cc1S(N)(=O)=O
0.5	-0.03	CSC1=NCCN1C(=O)C(C)(C)Oc1ccc(Cl)cc1
-1.1	-0.43	CSc1ccccc1NC(=O)CN(C)CC(=O)Nc1ccc(Cl)cc1F
3.1	-0.36	O=C(Nc1ccc(S(=O)(=O)NC2=NCCCCC2)cc1)c1ccc2ccccc2n1
0.6	-0.52	Cc1csc2nc(O)c(C(=O)NCCCc3ccccc3)c(=O)n12
-2.1	-0.81	Cc1cccc(NC(=O)CSC2=NN3CCCC(=O)N=C3S2)c1C
.	-1.67	Cc1cc(C)c(OCC(=O)Nc2cc(C(=O)O)cc(C(=O)O)c2)cc1C
-0.9	-0.14	O=C(Nc1ccccc1)C1=C[C@H](c2csc3ccccc23)C[C@H](OCCCCO)O1
-0.2	0.93	CCc1ccc(NC(=O)CCc2nnc3ccc(N4CCCC4)nn23)cc1
0.0	-0.05	OC1(c2ccccc2)CNCCc2ccccc21 (stereo not given)
-0.5	0.66	CCC(C)NC(=O)C1CN(S(=O)(=O)c2ccccc2)CCN1S(=O)(=O)c1ccccc1 (stereo not given)
-1.3	-1.39	O=C(Nc1cccc2ncccc12)c1ccc(OCc2ccccc2)cc1
-1.9	1.28	COc1cc2c(cc1NC(=O)COC(=O)[C@@H](NC(=O)c1ccccc1)C(C)C)oc1ccccc12
1.6	-0.29	O=C(NCc1ccccc1)NC1CCS(=O)(=O)C1 (stereo not given)
0.8	-0.84	CN(C)CCCNC(=O)C(=O)Nc1ccc2c(c1)N(S(=O)(=O)c1cccs1)CCC2
0.1	2.46	Cc1ccc(C)c(NC(=O)C(=O)NCc2ccccn2)c1
-1.3	1.39	CC(C)Cc1nnc(NC(=O)C2CCCC2)s1
4.9	-0.05	C=CCNC(=S)N(CC=C)C1CCS(=O)(=O)C1 (stereo not given)
0.7	1.39	O=C(/C=C/c1ccccc1)N(Cc1cccs1)C1CCS(=O)(=O)C1 (stereo not given)
-1.9	1.96	Cc1cc(C(=O)COC(=O)c2ccc(Cl)c(S(N)(=O)=O)c2)c(C)n1C1CC1
-0.5	-0.28	CC[C@H](C)[C@H](NC(N)=O)C(=O)Nc1ccc(S(=O)(=O)NC(C)C)cc1
-1.1	.	CCOC(=O)[C@H]1[C@H]2COc3ccc(Cl)cc3[C@@H]2N2C(=O)CN(C)C(=O)[C@@]12C
-2.4	0.13	O=C1CC(c2ccccc2)CC(O)=C1C=NCCN1CCNCC1 (stereo not given)
-2.1	0.09	COCCN(C(=S)Nc1ccc(OC)cc1)C(C)c1cccs1 (stereo not given)
-0.3	0.02	COc1ccc(NC(=O)Nc2ccc(C(C)C)cc2)cc1
1.4	0.17	Cc1c(-c2ccccc2)oc2c(C(=O)OCC(=O)Nc3ccc(C(N)=O)cc3)cccc2c1=O
-1.1	-0.07	CCOc1ccc(N/C(N)=N/c2nc(C)cc(C)n2)cc1
-0.5	-1.02	CC(C)(C)c1cc(C(=O)NCCN2CCCC2)cc(C(C)(C)C)c1
-1.5	-0.71	Cc1cc(C)cc(Oc2ccc(N)cc2)c1
-0.6	-1.82	O=C(CCC(=O)OCc1cccc([N+](=O)[O-])c1)Nc1ccccc1Cl
0.4	0.36	CNS(=O)(=O)c1cccc(C(=O)OCc2cc(=O)n3cc(Br)ccc3n2)c1
-1.7	-2.51	COc1ccc(NC(=O)CCC(=O)Nc2cc(OC)c(NC(=O)c3ccco3)cc2OC)c(OC)c1
-0.1	0.06	COc1cc(NS(=O)(=O)c2ccc(NC(=S)NC(=O)c3ccccc3)cc2)nc(OC)n1

An excerpt of these results, field by field.
Cc1c(-c2ccccc2)oc2c(C(=O)OCC(=O)Nc3ccc(C(N)=O)cc3)cccc2c1=O
  STK33 inh: 1.4; Kir21 inh: 0.17
CCOc1ccc(N/C(N)=N/c2nc(C)cc(C)n2)cc1
  STK33 inh: -1.1; Kir21 inh: -0.07
CC(C)(C)c1cc(C(=O)NCCN2CCCC2)cc(C(C)(C)C)c1
  STK33 inh: -0.5; Kir21 inh: -1.02
Cc1cc(C)cc(Oc2ccc(N)cc2)c1
  STK33 inh: -1.5; Kir21 inh: -0.71

Going on with the list.
STK33 inh	Kir21 inh	mol
-1.0	.	CCC(Oc1ccccc1)C(=O)Nc1nnc(C(F)(F)F)s1 (stereo not given)
1.0	-0.55	CCOC(=O)C1(CCOc2ccccc2)CCN(Cc2ccc(-n3cccn3)cc2)CC1
-0.1	-0.99	CC(C)Cn1cnc2c1c(=O)n(CC(=O)Nc1ccc3c(c1)OCO3)c(=O)n2Cc1ccccc1
4.0	0.92	CCOC(=O)c1c(N)c(C#N)cn1-c1ccccc1
-0.9	-0.34	Cn1c(CSc2nc3ccccc3s2)n[nH]c1=S
-1.7	-2.55	Cc1ccc(CNC(=O)CNC(=S)N(Cc2ccccc2)Cc2cccnc2)cc1
-1.6	0.75	C=CCn1cccc(C(=O)Nc2ccc(OC)c(OC)c2)c1=O
3.0	1.93	COc1ccc(CNc2nc3nc(-c4ccccc4)cc(=O)n3[nH]2)cc1OC
-1.1	0	O=C(NCc1ccccc1)C(Cc1ccccc1)NS(=O)(=O)c1cccc2nsnc12 (stereo not given)
0.0	-0.88	Cc1cccc(C)c1NC(=O)CN(C)C(=O)C1CCN(c2ncnc3sc(C)c(C)c23)CC1
-0.2	0	COc1cc(C=O)ccc1OCCCOc1ccccc1C(=O)O
-0.2	0.45	c1ccc(C(c2ccccc2)N2CCN(Cc3nc(-c4cnccn4)no3)CC2)cc1
.	0.41	CCOc1ccc(NC(C(=O)Nc2cccc(C(C)=O)c2)c2ccccc2)cc1 (stereo not given)
5.2	-0.58	NC(=O)c1ccc(-c2ccccc2F)cc1
-0.4	-0.06	CNC(=O)C(=O)NCC(c1cccs1)S(=O)(=O)c1ccc(F)cc1 (stereo not given)
-0.2	0.42	Cc1noc(C)c1C(=O)NCCc1ccccc1
-0.4	-1.11	CC(C)CN(C(=O)CN1CCN(c2cccc(Cl)c2)CC1)c1c(N)n(CC(C)C)c(=O)[nH]c1=O
0.0	-9.49*	COc1ccc(CCN2CCCC(CN(C)Cc3cccc(OC)c3)C2)cc1 (stereo not given)
-5.0	-1.38	CCOC(=O)c1nn(-c2ccc(OC)cc2)c(=O)c2c(N)scc12
.	-0.78	COc1ccc([C@H]2[C@H](C(=O)OC(C)(C)C)N3N=Cc4ccccc4C3C23C(=O)c2ccccc2C3=O)c(OC)c1 (stereo not given in full)
-0.5	-0.81	O=C(NCCn1cccn1)c1ccc(OC2CCN(C(=O)C3CC3)CC2)cc1
-0.8	1.05	CCOC(=O)/C(C#N)=C\C1=C(N2CCCC2)CC(C)(C)OC1
-0.6	0.7	Fc1ccc(OCCCn2ccnc2)cc1
-0.2	0.17	CC1(N2CCOCC2)CC2(O)C(=[N+]1[O-])CCc1c2no[n+]1[O-] (stereo not given)
-1.0	0.42	Cc1cccc(OCc2nc(-c3ccc(Br)o3)no2)c1

Next section, overlapping the part above by 6 compounds.
STK33 inh	Kir21 inh	mol
.	-0.78	COc1ccc([C@H]2[C@H](C(=O)OC(C)(C)C)N3N=Cc4ccccc4C3C23C(=O)c2ccccc2C3=O)c(OC)c1 (stereo not given in full)
-0.5	-0.81	O=C(NCCn1cccn1)c1ccc(OC2CCN(C(=O)C3CC3)CC2)cc1
-0.8	1.05	CCOC(=O)/C(C#N)=C\C1=C(N2CCCC2)CC(C)(C)OC1
-0.6	0.7	Fc1ccc(OCCCn2ccnc2)cc1
-0.2	0.17	CC1(N2CCOCC2)CC2(O)C(=[N+]1[O-])CCc1c2no[n+]1[O-] (stereo not given)
-1.0	0.42	Cc1cccc(OCc2nc(-c3ccc(Br)o3)no2)c1
-0.3	1.63	Cc1cc(=O)n2nc(N3CCC(C(=O)NCc4ccccc4F)CC3)sc2n1
0.2	1.07	COc1ccc(C(=O)N/N=c2\oc3ccccc3cc2C(N)=O)cc1
-1.1	1.81	Cc1ccc(C(c2nnnn2CCc2ccccc2)N2CCSCC2)cc1 (stereo not given)
0.4	1.17	COC(=O)c1ccc(Oc2nc(N(C)C)nc(N3CCOCC3)n2)cc1
-0.1	-0.01	O=C(Nc1cccc(CCc2ccccn2)c1)c1cc(F)c(F)cc1Cl
-0.7	1.75	CC(=O)C1=NOC(CNc2ncc(C(F)(F)F)cc2Cl)C1 (stereo not given)
0.7	-0.27	O=C(NC(=S)Nc1ccc(Cl)cc1Cl)C1CC1
-0.8	.	CCNC(=O)N(CC)C[C@H]1N[C@@](C)(C(=O)OC)[C@H]2C(=O)N(C)C(=O)[C@@H]12
-1.6	0.04	Cc1cc(C)c(OCC(=O)Nc2nnn(C)n2)c(Br)c1
-0.8	1.71	COc1ccc(NC(=S)NC(=O)C2CCCCC2)cc1
-0.4	-0.94	Cc1ccc(C)c(N(CC(=O)NCCC2=CCCCC2)S(C)(=O)=O)c1
-0.1	0.04	CCCN=C1CC(C)(C)CC(=O)/C1=C(/O)CCCN1C(=O)c2ccccc2C1=O
-0.8	0.8	CCOC(=O)N1CCC(NC(=O)Cn2cc3c(n2)CCC(C)C3)CC1 (stereo not given)
-0.7	0.06	O=C(c1ccc(Cl)c([N+](=O)[O-])c1)N1CCN(c2ccccn2)CC1
1.4	-0.01	CCn1c(=O)cc(SCC(=O)NCCCN2CCC(C)CC2)c2ccccc21
0.2	-0.03	O=C(OCc1cc(=O)n2c(n1)sc1ccccc12)c1ccc(O)cc1
-2.9	0	Cc1ccc(NCC(=O)N/N=C/c2c[nH]c3ccccc23)cc1
-0.5	-0.52	COc1ccc(CNC(=O)c2c(O)c3ccccc3n(C)c2=O)cc1
0.5	-0.09	Cc1ccc(NC(=O)C(C)N2C(=O)c3ccccc3C2=O)cc1 (stereo not given)
2.9	1.76	CC(NC(=O)c1c(F)cccc1Cl)c1ccc(-n2ccnc2)cc1 (stereo not given)
-0.8	0.4	COc1ccc2nc(C)cc(SCC(=O)NNC(=O)COc3cccc4ccccc34)c2c1
3.4	.	O=C(c1cc2c(s1)CCCC2)N1CCN(CCO)CC1
1.1	0.85	Cc1cc(SCCC(=O)O)nc2ccccc12
-0.8	1.74	CC1=NNC(=O)C1CCC(=O)N/N=C(\C)c1ccccc1 (stereo not given)
-1.3	.	Cc1ccc(NC(=O)COC(=O)Cc2ccccc2)cc1S(=O)(=O)N1CCOCC1

As entered above.
O=C(NC(=S)Nc1ccc(Cl)cc1Cl)C1CC1 @ STK33 inh: 0.7
Cc1cc(C)c(OCC(=O)Nc2nnn(C)n2)c(Br)c1 @ Kir21 inh: 0.04

(further entries)
STK33 inh	Kir21 inh	mol
1.8	-0.62	S=C1NC2=C(C(c3ccc(Br)cc3)N1)N1CCC2CC1 (stereo not given)
-2.9	-1.34	CN(Cc1nc2ccc(F)cc2[nH]1)Cc1c(C(=O)N(C)C)nc2ccc(Cl)cn12
6.3	0.6	CCOC(=O)/C(C#N)=C/c1ccc(OCC(=O)Nc2ccccc2)c(OC)c1
1.1	-1.07	Cc1c(Br)c([N+](=O)[O-])nn1CC(=O)NCc1cccnc1
-1.6	-1.28	Cc1ccc(NC(=O)CN(c2ccccc2)S(=O)(=O)N(C)C)cc1
0.4	0.19	CCCn1c(SCC(=O)N2CCN(CC)CC2)nc2c1c(=O)n(C)c(=O)n2C
-0.3	0.73	CC(=O)Nc1nnc(SCC(=O)Nc2ccc3c(c2)OCCO3)s1
0.3	.	Cc1noc(C)c1NC(=O)N(C)C[C@H]1Oc2ccc(NC(=O)C3CCCCC3)cc2C(=O)N([C@H](C)CO)C[C@@H]1C
-2.0	0.09	Cc1ccc(NC(=O)CSc2nc(N)c(-c3ccccc3)c(=O)[nH]2)cc1Cl
-1.1	-0.32	CCOC(=O)C1=C(c2ccccc2)NC(SCC(=O)Nc2cccc(C)c2)=C(C#N)C1c1ccco1 (stereo not given)
-2.0	-0.92	CCCCNC(=O)NC12CC3CC(CC(C3)C1)C2
-0.1	0	c1ccc(-c2cnnc(-c3ccccn3)n2)cc1

Compound activity from PubChem.
